Bioassay records as filed in PubChem.
Wnt act: activates Wnt/beta-catenin signaling in a reporter cell assay; activator, plate reader; activation, % at 9.35 µM; 1.2% of 300,000 active; in the data active = activation above about 30%, passing the limit was not always enough; inconclusive = no clear call, values can overlap the other calls;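 also: 0% = neutral control wells and 100% = positive control wells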
SR-BI DiI inh: inhibitors of mouse SR-BI mediated HDL lipid uptake. Q61009. ldlA[mSR-BI] CHO cells, DiI-HDL uptake fluorescence, 3 h. inhibition, % at 12.5 µM. 0.96% of 320,000 active;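 active = mean replicate inhibition of at least 70% and a set share of replicates each scoring 70 or more; inconclusive = meets just one of the two criteria; inactive = fails both criteria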;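 also: 0% = median of neutral control wells and 100% = median of positive control wells; values of inactives mirror those of a sister screen read the other way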
PvdQ inh: P. aeruginosa PvdQ acylase inhibition; purified PvdQ acylase, fluorescence plate reader; inhibition, % at 10 µM; 0.063% of 340,000 active; in the data active = inhibition above about 30%, passing the limit was not always enough; inconclusive = no clear call, values can overlap the other calls;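 also: 0% = vehicle neutral wells and 100% = reference inhibitor wells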
NSD2 HMT inh: inhibitors of human histone methyltransferase NSD2; NSD2 peptide methylation, AlphaScreen, 120 min; 0.54% of 310,000 active; inhibition, % at 12.5 µM; O96028; AID 743445; in the data active = inhibition above about 50%
HTR5A ag ctr: counter-screen for OPRM1-OPRD1 agonists: human HTR5A agonism; P47898; HTR5A agonist assay, luminescence, cell-based; activation, % at 9.3 µM; 0.61% of 340,000 active; in the data active = activation mostly above about 9.5%, no sharp cut-off; inactive = mostly below about 7.6%;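 also: 0% = cells with vehicle only and 100% = reference agonist; strong numbers were not always called active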
V-ATPase pH: yeast V-ATPase proton transport regulation by pHLuorin; S. cerevisiae, pHLuorin cytosolic pH fluorescence; response, % at 10 µM; 0.37% of 350,000 active; AID 504577; in the data active = response mostly above about 7.3%, no sharp cut-off; inactive = mostly below about 5.4%; also: actives read high; inactives centre near 0; some compounds called inactive have numbers as strong as hits; reference of the scale not given here
HTR5A inv ctr: inverse agonist of human HTR5A in OPRM1-OPRD1 counter-screen; HTR5A cell line, luminescence, inverse agonism; inhibition, % at 9.3 µM; 0.083% of 340,000 active; AID 504634; in the data active = inhibition mostly above about 23%, no sharp cut-off; inactive = mostly below about 18%;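 also: 0% = cells with DMSO and 100% = no-cell wells with DMSO; some compounds called inactive have numbers as strong as hits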
dFosB activator: mouse delta FosB homodimer activation; P13346; purified delta FosB, TAMRA-CDK5 oligo fluorescence polarization; percent of positive-control signal above neutral wells; activation, % at 25 µM; 0.99% of 340,000 active; AID 493131;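 active = mean activation above about 17%, with every replicate also reaching it, limit read from the data, passing the limit was not always enough; inconclusive = only one of the two conditions met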;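 also: fluorescence polarization rise as delta FosB binds a TAMRA Cdk5 AP-1 oligo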
Target sequence (P13346 whole entry, looked up): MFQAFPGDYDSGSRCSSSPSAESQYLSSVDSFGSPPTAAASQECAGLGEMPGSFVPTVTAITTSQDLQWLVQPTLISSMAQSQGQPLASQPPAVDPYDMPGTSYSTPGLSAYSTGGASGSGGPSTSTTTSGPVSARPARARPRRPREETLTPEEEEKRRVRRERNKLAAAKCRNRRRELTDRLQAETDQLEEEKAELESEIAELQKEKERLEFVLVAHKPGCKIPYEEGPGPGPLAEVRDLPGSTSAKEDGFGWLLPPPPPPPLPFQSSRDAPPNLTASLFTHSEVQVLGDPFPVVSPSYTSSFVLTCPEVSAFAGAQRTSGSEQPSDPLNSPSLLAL
CDK5 inh: inhibitors of human CDK5/p35 kinase. Q00535+Q15078. Recombinant CDK5/p35, ADP-Glo luminescence, 60 min. inhibition, % at 10 µM. 0.01% of 330,000 active;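 active = highest replicate inhibition of at least 50% and at least 75% of replicates reaching 50%; inconclusive = only one of the two criteria met; inactive = both criteria failed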;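 also: plate controls were DMSO neutral control for no effect and GW8510 at 10 µM for full effect; many of its hits are not listed in these tables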
Target sequence (Q00535 whole entry, looked up): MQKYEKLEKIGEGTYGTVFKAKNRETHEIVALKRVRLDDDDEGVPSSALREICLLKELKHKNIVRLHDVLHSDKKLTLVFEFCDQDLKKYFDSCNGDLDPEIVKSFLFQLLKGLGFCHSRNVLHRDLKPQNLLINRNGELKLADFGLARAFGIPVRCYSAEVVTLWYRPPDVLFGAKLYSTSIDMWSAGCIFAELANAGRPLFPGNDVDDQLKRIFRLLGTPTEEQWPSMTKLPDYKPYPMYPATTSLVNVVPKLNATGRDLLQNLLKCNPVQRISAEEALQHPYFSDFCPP
Target sequence (Q15078 whole entry, looked up): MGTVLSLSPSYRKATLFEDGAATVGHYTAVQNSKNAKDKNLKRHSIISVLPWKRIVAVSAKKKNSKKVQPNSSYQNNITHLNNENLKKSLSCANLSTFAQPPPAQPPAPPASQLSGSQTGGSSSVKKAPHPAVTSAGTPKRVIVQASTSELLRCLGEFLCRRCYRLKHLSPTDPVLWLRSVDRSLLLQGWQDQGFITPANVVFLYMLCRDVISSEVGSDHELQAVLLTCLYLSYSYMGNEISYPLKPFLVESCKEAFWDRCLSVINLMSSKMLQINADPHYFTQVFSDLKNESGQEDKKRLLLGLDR
MITF TRPM1 HTS: activators of MITF-driven TRPM1 promoter activity in SK-MEL-5 cells; SK-MEL-5 TRPM1-promoter luciferase, 24 h; % of positive control, neutral wells = 0; activation, % at 12.5 µM; 0.75% of 300,000 active; AID 588334;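 active = mean activation of at least 80% with every replicate also reaching 80%; inconclusive = mean reaches 80% but some replicate falls short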;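 also: 0% = neutral control wells and 100% = parthenolide positive control wells; values of inactives mirror those of a sister screen read the other way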
* marks the source's active call; other numbers are inactive results.

`O=C(CN1CCN(S(=O)(=O)c2ccc(Cl)c(Cl)c2)CC1)N1CCCC1` gave Wnt act 0, SR-BI DiI inh -27, PvdQ inh 5, NSD2 HMT inh -1, HTR5A ag ctr -5, V-ATPase pH -1, HTR5A inv ctr 2, dFosB activator -3, CDK5 inh -1.1 and MITF TRPM1 HTS -1.
CN(CC(=O)Nc1ccccc1Br)C(=O)c1ccccc1Cc1ccccc1 was read as Wnt act -3, SR-BI DiI inh 13, PvdQ inh -4, NSD2 HMT inh -7, HTR5A ag ctr 16, V-ATPase pH 0, HTR5A inv ctr -44, dFosB activator -8, CDK5 inh -10 and MITF TRPM1 HTS -7.
Screening CCC(=O)Nc1nc(C)c(C(=O)N2CCCCC2)s1 returned Wnt act -4, SR-BI DiI inh -7, PvdQ inh -15, NSD2 HMT inh -2, HTR5A ag ctr -2, V-ATPase pH 4, HTR5A inv ctr 19, dFosB activator -1, CDK5 inh 1.2 and MITF TRPM1 HTS -3.
For COc1ccc(C(=O)n2nc(-c3ccc(OC)cc3)nc2N)cc1 the results were SR-BI DiI inh 21, PvdQ inh -6, NSD2 HMT inh -3, HTR5A ag ctr 3, V-ATPase pH -1, HTR5A inv ctr 1, dFosB activator -3, CDK5 inh 1.2 and MITF TRPM1 HTS 15.
O=C(CCNS(=O)(=O)c1ccc(Br)cc1)N1CCN(c2ccccc2O)CC1 was read as Wnt act -3, SR-BI DiI inh 9, PvdQ inh -6, NSD2 HMT inh 0, HTR5A ag ctr 2, V-ATPase pH 2, HTR5A inv ctr -6, dFosB activator 0, CDK5 inh 0.3 and MITF TRPM1 HTS 2.
`COC(=O)c1cc(C(C)=O)c(C)[nH]c1=O` gave Wnt act -2, SR-BI DiI inh -10, PvdQ inh -12, NSD2 HMT inh -7, HTR5A ag ctr 6, V-ATPase pH -1, HTR5A inv ctr 2, dFosB activator 5, CDK5 inh 0.1 and MITF TRPM1 HTS 0.
Screening CC(C)CNC(=O)CC(c1ccccc1)c1c(O)ccc2ccccc12 (centres undefined) returned Wnt act -4, SR-BI DiI inh 10, PvdQ inh -11, NSD2 HMT inh 5, HTR5A ag ctr 4, V-ATPase pH -1, HTR5A inv ctr -8, dFosB activator 2, CDK5 inh 0.6 and MITF TRPM1 HTS -3.
For CC(C)=CCC(C)(C)CNC(=O)NC1CCCCC1 the results were SR-BI DiI inh 0, PvdQ inh -24, NSD2 HMT inh 0, HTR5A ag ctr 5, V-ATPase pH -1, HTR5A inv ctr -14, dFosB activator -7, CDK5 inh 0.5 and MITF TRPM1 HTS 21.
`COCCOC1CCN(C(=O)c2cc(COc3ccc(-n4cncn4)cc3)on2)CC1` gave Wnt act 2, SR-BI DiI inh -10, PvdQ inh -7, NSD2 HMT inh -1, HTR5A ag ctr -2, V-ATPase pH -2, HTR5A inv ctr 0, dFosB activator 0, CDK5 inh -0.4 and MITF TRPM1 HTS -3.
For Nn1c(SCC(=O)N2CCc3ccccc3C2)nnc1-c1cccs1 the results were SR-BI DiI inh -6, PvdQ inh 2, NSD2 HMT inh -1, HTR5A ag ctr 2, HTR5A inv ctr -15, dFosB activator -5, CDK5 inh 2.3 and MITF TRPM1 HTS 17.
Cc1ccc(C)c(OCC(=O)Nc2nonc2NC(=O)COc2cc(C)ccc2C)c1 was read as Wnt act -10, SR-BI DiI inh -9, PvdQ inh -1, NSD2 HMT inh 5, HTR5A ag ctr -2, V-ATPase pH -4, HTR5A inv ctr -25, dFosB activator 14, CDK5 inh -3.6 and MITF TRPM1 HTS -1.
Screening CC(=O)Nc1ccc2nc(NC(=O)c3cccs3)sc2c1 returned Wnt act 0, SR-BI DiI inh 6, PvdQ inh -14, NSD2 HMT inh -2, HTR5A ag ctr -3, V-ATPase pH -3, HTR5A inv ctr 9, dFosB activator 22*, CDK5 inh 0.2 and MITF TRPM1 HTS 36.
`CCCc1nc(N)c(C#N)c(N)c1C#N` gave SR-BI DiI inh -21, PvdQ inh 6, NSD2 HMT inh 1, HTR5A ag ctr -2, V-ATPase pH -1, HTR5A inv ctr 6, dFosB activator 0, CDK5 inh 1.1 and MITF TRPM1 HTS -10.
For CC(C)C[C@@H](CN1C(N)=NC[C@@H]1C)NC(=O)CC12CC3CC(CC(C3)C1)C2 the results were Wnt act 0, SR-BI DiI inh -19, PvdQ inh -20, HTR5A ag ctr -2, V-ATPase pH 2, HTR5A inv ctr -4, dFosB activator -2, CDK5 inh 0.8 and MITF TRPM1 HTS 9.
COc1cc(OC)cc(-c2c(-c3ccc(F)cc3)c3cc(-c4cccc5[nH]ccc45)ccc3n2C)c1 was read as Wnt act -9, SR-BI DiI inh 26, PvdQ inh 2, HTR5A ag ctr -2, V-ATPase pH -2, HTR5A inv ctr -8, dFosB activator 3, CDK5 inh -0.2 and MITF TRPM1 HTS -6.
`COCCNC(=O)CNC(=S)N(CCCN1CCOCC1)Cc1cccs1` gave Wnt act 0, SR-BI DiI inh -11, PvdQ inh -1, NSD2 HMT inh -2, HTR5A ag ctr 0, V-ATPase pH 3, HTR5A inv ctr 1, dFosB activator -6, CDK5 inh 1.5 and MITF TRPM1 HTS -2.
CN(CC(=O)Nc1cccc2ccccc12)C(=O)c1ccc(F)cc1F was read as Wnt act 3, SR-BI DiI inh -15, PvdQ inh -13, NSD2 HMT inh 3, HTR5A ag ctr -4, V-ATPase pH 0, HTR5A inv ctr 10, dFosB activator -4, CDK5 inh -2.2 and MITF TRPM1 HTS -6.
`CS(=O)(=O)c1nncn1-c1ccccc1` gave SR-BI DiI inh 7, PvdQ inh 0, NSD2 HMT inh -4, HTR5A ag ctr 3, V-ATPase pH 0, HTR5A inv ctr -11, dFosB activator -2, CDK5 inh -0.9 and MITF TRPM1 HTS -1.
COc1cccc(C(=O)NCC(=O)N2CCC3(CC2)NCCc2[nH]cnc23)c1 was read as Wnt act 0, SR-BI DiI inh -24, PvdQ inh -7, NSD2 HMT inh 21, HTR5A ag ctr -1, V-ATPase pH 0, HTR5A inv ctr 7, dFosB activator 0, CDK5 inh 0.4 and MITF TRPM1 HTS 10.
For C=CCn1c(=O)c2ccc(C(=O)NCc3ccccc3)cc2n(Cc2ccc(Cl)cc2)c1=O the results were Wnt act 8, SR-BI DiI inh -5, PvdQ inh -21, NSD2 HMT inh -1, HTR5A ag ctr 2, V-ATPase pH -2, HTR5A inv ctr 23, dFosB activator -2, CDK5 inh 2.1 and MITF TRPM1 HTS -4.
For Cc1cc(C)c(S(=O)(=O)Nc2nnc(C(C)C)s2)c(C)c1 the results were Wnt act 1, SR-BI DiI inh -32, PvdQ inh -7, NSD2 HMT inh 11, HTR5A ag ctr 3, V-ATPase pH 2, HTR5A inv ctr -11, dFosB activator 2, CDK5 inh 0.7 and MITF TRPM1 HTS -10.
For CCOC(=O)C1CCCN(C(=O)COc2ccc(C(=O)c3ccc(F)cc3)cc2)C1 (centres undefined) the results were Wnt act -3, SR-BI DiI inh 4, PvdQ inh -14, NSD2 HMT inh -3, HTR5A ag ctr 0, V-ATPase pH -2, HTR5A inv ctr 0, dFosB activator -6, CDK5 inh -1.2 and MITF TRPM1 HTS -18.
For Cc1ccc(S(=O)(=O)N2CCN(C(=O)COc3ccc(NC(=O)c4ccco4)cc3)CC2)cc1 the results were SR-BI DiI inh -9, PvdQ inh 6, NSD2 HMT inh 1, HTR5A ag ctr 3, V-ATPase pH -3, HTR5A inv ctr -8, dFosB activator -1, CDK5 inh -0.2 and MITF TRPM1 HTS 1.
For Cc1nc(NCc2cccnc2)c2c3c(sc2n1)CC(C)CC3 (centres undefined) the results were Wnt act 0, SR-BI DiI inh inconclusive, PvdQ inh -15, NSD2 HMT inh -1, HTR5A ag ctr -2, V-ATPase pH -2, HTR5A inv ctr 4, dFosB activator -2, CDK5 inh 1.1 and MITF TRPM1 HTS 38.

Brought forward from above: 2 entries, then new ones.
For Cc1ccc(S(=O)(=O)N2CCN(C(=O)COc3ccc(NC(=O)c4ccco4)cc3)CC2)cc1 the results were SR-BI DiI inh -9, PvdQ inh 6, NSD2 HMT inh 1, HTR5A ag ctr 3, V-ATPase pH -3, HTR5A inv ctr -8, dFosB activator -1, CDK5 inh -0.2 and MITF TRPM1 HTS 1.
For Cc1nc(NCc2cccnc2)c2c3c(sc2n1)CC(C)CC3 (centres undefined) the results were Wnt act 0, SR-BI DiI inh inconclusive, PvdQ inh -15, NSD2 HMT inh -1, HTR5A ag ctr -2, V-ATPase pH -2, HTR5A inv ctr 4, dFosB activator -2, CDK5 inh 1.1 and MITF TRPM1 HTS 38.
Screening O=C(CN(C(=O)CCC(=O)Nc1ccccn1)c1ccccc1F)NCc1ccc2c(c1)OCO2 returned Wnt act -1, PvdQ inh 6, NSD2 HMT inh -2, HTR5A ag ctr 3, V-ATPase pH -2, HTR5A inv ctr -7, dFosB activator -1 and CDK5 inh -4.2.
For O=C(C1CC1)N1CCc2cc(S(=O)(=O)NC3CCN(Cc4ccccc4)CC3)ccc21 the results were Wnt act -3, SR-BI DiI inh -18, PvdQ inh 17, NSD2 HMT inh 1, HTR5A ag ctr 3, V-ATPase pH 1, HTR5A inv ctr 4, dFosB activator -8, CDK5 inh -0.2 and MITF TRPM1 HTS -10.
COc1ccc(S(=O)(=O)Nc2ccc(N3CCOCC3)cc2)cc1 was read as Wnt act 0, SR-BI DiI inh -1, PvdQ inh 14, NSD2 HMT inh 3, HTR5A ag ctr 5, V-ATPase pH 0, HTR5A inv ctr -19, dFosB activator -3, CDK5 inh 0.7 and MITF TRPM1 HTS 0.
Cc1ccc(S(=O)(=O)Nc2ccc(O)c3cccnc23)cc1 was read as Wnt act 3, SR-BI DiI inh -1, PvdQ inh -10, NSD2 HMT inh 6, HTR5A ag ctr 2, V-ATPase pH -1, HTR5A inv ctr -5, dFosB activator -10, CDK5 inh 2.7 and MITF TRPM1 HTS -22.
For COc1ccccc1/C=[N+](\[O-])C1SC(=S)N(C)C1(C)C (centres undefined) the results were Wnt act 4, SR-BI DiI inh 17, PvdQ inh -19, NSD2 HMT inh -6, HTR5A ag ctr 0, V-ATPase pH 0, HTR5A inv ctr 30, dFosB activator -1, CDK5 inh 1.1 and MITF TRPM1 HTS -15.
Screening c1ccc2c(Nc3nc4c(s3)CCCC4)cccc2c1 returned Wnt act 35*, SR-BI DiI inh 44, PvdQ inh -5, NSD2 HMT inh -2, HTR5A ag ctr -1, V-ATPase pH 5, HTR5A inv ctr 7, dFosB activator -3 and CDK5 inh 2.0.
`Cc1ccc(C2=NS(=O)(=O)N(C)C(C(=O)Nc3cc(C)n(CC(=O)N4CCCCC4)n3)=C2)cc1` gave Wnt act -2, SR-BI DiI inh 45, PvdQ inh -7, NSD2 HMT inh -1, HTR5A ag ctr 0, V-ATPase pH -1, HTR5A inv ctr -1, dFosB activator -5, CDK5 inh 1.9 and MITF TRPM1 HTS 1.
CCOc1cc(/C=C2/C(=N)N3C(=NC2=O)SN=C3S(=O)(=O)CC)ccc1OC(=O)c1ccco1 was read as Wnt act 1, SR-BI DiI inh 13, PvdQ inh -6, NSD2 HMT inh 17, HTR5A ag ctr -2, V-ATPase pH -2, HTR5A inv ctr 6, dFosB activator 1 and MITF TRPM1 HTS 3.
